# RAD52 inh – RAD52 (human) annealing inhibition; inhibition, % at 18.7 µM; hit rate 0.46% among 360,000; recombinant RAD52 DNA annealing, FRET fluorescence; AID 651710; P43351;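 active = every replicate showing at least 50% inhibition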
# Target sequence (P43351 whole entry, looked up): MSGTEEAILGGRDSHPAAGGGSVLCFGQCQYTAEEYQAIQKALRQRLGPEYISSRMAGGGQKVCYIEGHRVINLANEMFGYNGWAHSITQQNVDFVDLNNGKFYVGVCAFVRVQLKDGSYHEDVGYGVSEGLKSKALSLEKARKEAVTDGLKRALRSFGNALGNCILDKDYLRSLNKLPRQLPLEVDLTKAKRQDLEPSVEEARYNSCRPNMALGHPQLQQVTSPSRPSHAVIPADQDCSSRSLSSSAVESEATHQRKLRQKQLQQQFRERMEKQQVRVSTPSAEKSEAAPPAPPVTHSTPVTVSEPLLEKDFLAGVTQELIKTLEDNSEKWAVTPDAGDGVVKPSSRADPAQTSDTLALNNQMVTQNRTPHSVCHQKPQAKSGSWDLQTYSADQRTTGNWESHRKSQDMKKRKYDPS
# ERAP1 inh – inhibitors of human ERAP1 aminopeptidase. Q9NZ08. recombinant ERAP1, Leu-AMC fluorescence, 60 min. AID 652197. hit rate 0.15% among 340,000. inhibition, % at 10.7 µM;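 active = mean replicate inhibition of at least 30%, or all replicates individually reaching that 30% level; inactive = mean below 30% and not every replicate reaching it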;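 also: 0% = neutral control wells and 100% = L-leucinethiol positive control wells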
# Numbers without * were called inactive; i = inactive. Only part of the results is shown; count on the stated rates, not on these rows.
SMILES,RAD52 inh,ERAP1 inh
CCCN(CCC)S(=O)(=O)c1ccc(C(=O)NNc2nc(-c3ccccc3)c3cc(Br)ccc3n2)cc1,-8,-3
N/C(=N\OC(=O)CCC1CCCC1)c1ccccc1,-7,6
O=c1[nH]c(Cc2ccccn2)nc2scc(-c3ccccc3Cl)c12,-77,13
CC(C)C(NC(=O)CSCc1ccc([N+](=O)[O-])cc1)C(C)C,5,2
Cc1nc2ccc(N=NN(C)C)cc2[nH]1,30,6
COc1cc(OC)nc(-n2ncc(Br)c(Br)c2=O)n1,4,-1
COc1cccc(NC(=O)NCc2ccccc2F)c1,-4,-3
CN(C)S(=O)(=O)c1ccc(Cl)c(NC(=O)CN2C(=O)NC(C)(C3CC3)C2=O)c1 (stereo not drawn),-20,-1
COc1ccc(CNS(=O)(=O)NCc2ccccc2)cc1,-9,-1
O=C(NC1CCCC1)C1CCC(=O)N1C1CCCCC1 (stereo not drawn),-14,5
COc1cc(OC)cc(-c2cc3nc4c(c(N5CCN(c6cnccn6)CC5)n3n2)CCCC4)c1,-11,2
O=C(/C=C/c1ccc(Cl)cc1)N1CCN(c2ccccc2[N+](=O)[O-])CC1,-6,-4
CCSc1ccc(C(=O)Nc2ccc(Br)cn2)cc1[N+](=O)[O-],0,-1
COc1cc2[nH]c(=S)nc(NCCC(C)C)c2cc1OC,17,2
C=CCNC(=S)N1CCN(Cc2ccccc2)CC1,-9,-1
CC(C)CC(NC(=O)C(NC(=O)C1OC2OC(C)(C)OC2C2OC(C)(C)OC12)C(C)C)C(=O)O (stereo not drawn),-9,-2
OCC(O)C(O)CC1SCCS1 (stereo not drawn),-10,-6
COC(=O)c1c(NC(=O)CSc2nccn2C)sc(C)c1C,4,3
CCOc1ccc(NC(=O)Nc2ccc(Br)cn2)cc1,-13,-2
CCOC(=O)[C@]12CCCC=C1N(Cc1ccc(Cl)cc1Cl)C(=O)[C@H](CC(=O)NCc1ccccc1)C2,-5,-2
O=C(OCn1nnc2ccccc2c1=O)c1cc(-c2ccccc2)nc2ccccc12,-3,-2
COc1ccc(CCN(C)c2ncnc3sccc23)cc1OC,-11,-1
COc1ccc(-c2nnc(SC)o2)c(OC)c1,5,-3
O=C(NN=C(Cc1ccccc1)Cc1ccccc1)c1ccc(F)cc1,-10,-1
CC(=O)Nc1ccc(S(=O)(=O)NC2(C(F)(F)F)C(=O)Nc3c2c(=O)[nH]c(=O)n3Cc2ccccc2)cc1 (stereo not drawn),-7,-1
CS(=O)(=O)N(Cc1ccccc1)c1ccc(C(=O)Nc2ccccc2Sc2ccccc2)cc1,-11,2
CC(OC(=O)c1cccnc1)C(=O)Nc1ccc2c(c1)OCO2 (stereo not drawn),-10,-1
CCN(CC)c1nc(Oc2ccc(C(=O)NN)cc2)nc(Oc2ccc(C(=O)NN)cc2)n1,-10,4
NCC12CC3CC(C1)CC(c1ccc(Cl)cc1)(C3)C2,19,6
O=C(COC(=O)c1ccccc1NC(=O)c1ccco1)NC1CC1,-3,0
Cc1cc(C(=O)N/N=C/c2cccc([N+](=O)[O-])c2O)n[nH]1,-26,-1
Clc1ccc(OCCOCCOc2cccc3cccnc23)c(Br)c1,-7,3
O=C(CSc1cccc2cccnc12)N/N=C/c1ccncc1,-22,-5
CC(=O)c1cccc(NC(=S)N2CCC(Cc3ccccc3)CC2)c1,-29,0
Cc1ccc(C2=NN(CCC(=O)NCc3ccc4c(c3)OCO4)C(=O)CC2)cc1,-15,1
COc1ccccc1N1CCN(C(=O)c2ccc3[nH]c4c(c3c2)CC(C)CC4)CC1 (stereo not drawn),9,-4
Cc1onc(-c2ccccc2)c1C(=O)NC(=S)NNC(=O)c1ccccc1O,-9,3
Cc1ccc(/C=N/NC(=O)CN2CCN(Cc3ccccc3Cl)CC2)o1,-1,-3
COc1ccc(C2C3(C#N)C(N)=NC(OC)(OC)C23C#N)cc1 (stereo not drawn),-33,0
O=C1CC(NCC2CCCO2)C(=O)N1c1ccc(Cl)cc1 (stereo not drawn),-40,6
Cc1cccc(NC(=O)CSc2nnc(-c3n[nH]c4ccccc34)o2)c1,-5,7
CCOC(=O)COc1cnc2ccccc2n1,-5,-2
CCOC(=O)COc1c(/C=N\OC)cc(Cl)cc1OC,-3,1
Cc1cc(NC(=O)Nc2ccc(C)c(C)c2)no1,-2,-3
CCCCNC1=CC(=O)C(=O)c2ccccc21,-11,-1
CCOC(=O)N1CCC(NCc2c(C(=O)N(C)Cc3ccccc3)nc3ccccn23)CC1,-7,-2
CSc1nc(-c2ccccc2)c2cc(Cl)ccc2n1,-13,0
O=C(N/N=C/c1ccco1)c1cc(C2CC2)nc2ccccc12,2,4
CC(C)S(=O)(=O)N1CCCC(C(=O)c2cccc(Cl)c2)C1 (stereo not drawn),-15,-4
CCn1ncc(Br)c1C(=O)Nc1cc([N+](=O)[O-])ccc1C,0,-2
# Further structures follow:
SMILES,RAD52 inh,ERAP1 inh
C=CC(=O)NC(C)(C)CCN1CCOCC1,-5,4
CCc1ccc(N=c2c([N+](=O)[O-])nn(-c3ccc4c(c3)OCCO4)n2O)cc1,-5,1
CNCc1sccc1C,-8,7
COc1ccc2oc(C)c(C(=O)c3ccc([N+](=O)[O-])cc3)c2c1,-23,0
O=S(=O)(Nc1cccc2c1CCCC2)c1cccc(C(F)(F)F)c1,-8,-6
O=C(c1cccc(F)c1)N1CCCC(C(=O)N2CCN(c3ccccc3)CC2)C1 (stereo not drawn),-1,-2
Cc1cc(=O)oc2cc(OCC(=O)OCC(=O)NC(=O)NC(C)C)ccc12,-12,1
CCOc1ccc2nc(-c3cc(NC(C)=O)ccc3O)sc2c1,-7,4
CCNC(=S)N1CCN(Cc2ccccc2)CC1,-1,12
O=C(NC[C@@H]1CC[C@H]2[C@H](CN2C(=O)CN2CCOCC2)O1)NC1CCCCC1,-27,3
NC(=O)C[n+]1ccc(/C=N/O)cc1,9,1
COc1ccc(C(=O)N2CCN(Cc3nc(CC4CC4)no3)CC2)cc1,-2,-3
O=C1CN(C(=O)COC(=O)c2cnc(Cl)c(Cl)c2)c2ccccc2N1,-7,2
OCCOc1cccc(CN2CCC(CO)(CCOc3ccccc3)CC2)c1,-22,5
CN1CCN(CCC(=O)Nc2ccc(Br)cc2)CC1,-6,-2
COc1ccc2c(c1)c(CC(=O)Nc1ccc(C(C)=O)cc1)c(C)n2C(=O)c1ccc(Cl)cc1,-17,0
CCOC(=O)/C(=C/C=C1\Sc2cc(OCC)c(OCC)cc2N1CC)C(C)=O,i,-7
O=[N+]([O-])c1ccc(C2=CSC3=NCCN23)cc1,-3,-1
COCCSc1ccccc1C(=O)N1CCC(Cc2ccccc2)CC1,-11,0
NC1=NC(=O)/C(=C\c2cc([N+](=O)[O-])ccc2Cl)S1,-6,-6
O=C(COC(=O)Cc1c(Cl)cccc1Cl)Nc1ccc(OC(F)(F)F)cc1,0,11
Cc1c(C)n(Cc2ccccc2)c2ncnc(NCCCO)c12,-8,1
O=C(NCCOCCOCCNC(=O)c1ccccc1)c1ccccc1,-3,8
COc1cc(NC(=S)NNC(=O)C(C)(C)O)cc(OC)c1,-7,-2
O=C(Nc1ccc(OC(F)(F)F)cc1)Oc1ccccc1N1CCOCC1,-4,-3
CCCCC(C(=O)OCC)C(N)Cc1ccc(F)cc1 (stereo not drawn),-8,-2
O=C(NCc1ccncc1)c1cncc(Br)c1,-6,-2
CCOC(=O)N/N=C/c1cn(Cc2ccc(F)cc2)c2ccccc12,-5,1
O=C(CC1SCCNC1=O)Nc1ccc(Cl)c(Cl)c1 (stereo not drawn),0,2
CCOC(=O)c1oc2ccccc2c1COC(=O)CNC(=O)c1ccccc1OC,-18,-1
Cn1c(N)c(Sc2ccc(F)cc2)c(=O)n(C)c1=O,-2,1
Cn1c(=O)c2[nH]c(C=Cc3ccc4c(c3)OCO4)nc2n(C)c1=O,-20,-3
O=C(O)CS(=O)(=O)CC(=O)NCc1cccc(C(F)(F)F)c1,-3,3
COc1ccc(OC)c(NC(=O)CCC(=O)N(Cc2ccc(OC)c(OC)c2)c2nccs2)c1,-18,1
Cc1nc2c(c(C)c1C#N)C(=O)c1ccccc1-2,1,1
Cc1c(NC(=O)c2ccc(N3CCCC3)c([N+](=O)[O-])c2)cccc1-c1nc2ccccc2s1,-12,-2
CC(C)c1onc(C(=O)N2CCOCC2)c1[N+](=O)[O-],2,-3
NS(=O)(=O)c1ccc(NC(=O)COC(=O)c2c3c(nc4ccccc24)/C(=C\c2ccc4c(c2)OCO4)CCC3)cc1,-74,4
COc1cccc(C(=O)Nc2ccc(C3CC3(Cl)Cl)cc2)c1 (stereo not drawn),-13,-1
C=C(C)CNC(=S)Nc1cccc2cnccc12,-7,-2
CCCC(=O)Oc1ccc2c(C)cc(=O)oc2c1,-6,-18
Cc1csc2c(N3CCCCC3)ncnc12,-6,-2
O=C1NC[C@@H](CCCCN2C[C@H](Cc3ccccc3)N(CCc3ccccc3)C(=O)C2=O)N(CCc2ccccc2)C1=O,-6,-3
CCOC(=O)N1CCN(C(=O)/C=C/c2c(C)nn(-c3ccc(F)cc3)c2Cl)CC1,-5,-1
CCC(C)NC(=O)COc1ccc(OCc2ccccc2)cc1 (stereo not drawn),2,-2
COc1ccc(C(=O)NCC(=O)N/N=C/C=C/c2ccccc2)cc1OC,-9,4
COc1ccccc1/C=N/NC(=O)CNC(=O)c1ccc(S(=O)(=O)N(C)C)cc1,-6,-5
Cc1cc(=O)oc2cc(OCC(=O)Nc3cccc(S(=O)(=O)N(C)C)c3)ccc12,-12,-2
CCC(CC)c1nnc(NC(=O)c2ccco2)s1,-5,3
Cc1ccc2nc(N(CCN(C)C)C(=O)/C=C/c3cccs3)sc2c1,11,7
# (continued)
SMILES,RAD52 inh,ERAP1 inh
COc1cccc(CCNC(=O)c2ccc(C#N)cc2)c1,-1,4
CCOC(=O)c1sc(=S)[nH]c1C,-9,-5
O=C(CSC(=S)N1CCCC1)c1cc(Br)cc(Br)c1O,-11,2
COc1ccc(C(=O)COC(=O)c2ccc(N(C)C)cc2)cc1,-5,-2
Cc1ccc(C)c(SCC(=O)OCC(=O)Nc2ncc(C(F)(F)F)cc2Cl)c1,-59,-2
O=C(NC(=S)Nc1ccc(Cl)cn1)C12CC3CC(CC(C3)C1)C2,-4,-3
Cc1ccc2nc(-c3ccccc3)c(CN3CCOCC3)n2c1,-14,0
O=C(NCC(c1cccs1)N1CCOCC1)c1ccccc1NS(=O)(=O)c1cccc([N+](=O)[O-])c1 (stereo not drawn),-13,1
Brc1ccc(C2Nc3cccc4cccc(c34)N2)s1,-6,4
O=C(Nc1nccs1)c1ccccc1[N+](=O)[O-],-6,1
COc1ccc(NC(=S)N2CCN(CCN=CC3=C(O)CC(c4ccccc4)CC3=O)CC2)cc1 (stereo not drawn),-30,0
CCCCCCCCN1C(=O)[C@H](CC(=O)NCc2ccc(OC)c(OC)c2)C[C@@]2(C(=O)OC)CCCCC=C12,-16,-2
CC(=O)Nc1ccc(NC(=O)C(OC(=O)c2ccccc2)C(OC(=O)c2ccccc2)C(=O)O)cc1 (stereo not drawn),4,-2
CN(C)c1ccc(NC(=S)NC(=O)/C=C/c2ccco2)cc1,-21,1
Cc1cc(C)n2nc(SCC(=O)N/N=C/c3cccc(Br)c3)nc2n1,-10,3
Fc1ccc(/C=C/c2nnc(-c3cccs3)o2)cc1,-6,7
O=C(NC1CCCC1)C1c2ccccc2OCC(=O)N1Cc1ccco1 (stereo not drawn),-9,0
CSc1nc(Cl)cc(Nc2ccc(O)cc2)n1,-7,4
CC(C)OC(=O)CSc1nc(C(C)C)nc2ccccc12,-3,2

# By substructure, those above containing an aryl thioether with sulfur outside any ring
SMILES,RAD52 inh,ERAP1 inh
CCSc1ccc(C(=O)Nc2ccc(Br)cn2)cc1[N+](=O)[O-],0,-1
COC(=O)c1c(NC(=O)CSc2nccn2C)sc(C)c1C,4,3
COc1ccc(-c2nnc(SC)o2)c(OC)c1,5,-3
CS(=O)(=O)N(Cc1ccccc1)c1ccc(C(=O)Nc2ccccc2Sc2ccccc2)cc1,-11,2
O=C(CSc1cccc2cccnc12)N/N=C/c1ccncc1,-22,-5
Cc1cccc(NC(=O)CSc2nnc(-c3n[nH]c4ccccc34)o2)c1,-5,7
CSc1nc(-c2ccccc2)c2cc(Cl)ccc2n1,-13,0
COCCSc1ccccc1C(=O)N1CCC(Cc2ccccc2)CC1,-11,0
Cn1c(N)c(Sc2ccc(F)cc2)c(=O)n(C)c1=O,-2,1
Cc1ccc(C)c(SCC(=O)OCC(=O)Nc2ncc(C(F)(F)F)cc2Cl)c1,-59,-2
Cc1cc(C)n2nc(SCC(=O)N/N=C/c3cccc(Br)c3)nc2n1,-10,3
CSc1nc(Cl)cc(Nc2ccc(O)cc2)n1,-7,4
CC(C)OC(=O)CSc1nc(C(C)C)nc2ccccc12,-3,2
